NOD1 NF-kB reporter = NOD1 signaling inhibitors, primary screen, cell-based, luminescence, uHTS (AID 1578); NOD1-driven NF-kB luciferase reporter cells, luminescence; higher % means a stronger effect; one-dose inhibition, % at 4 µM; EC50 in µM for titrated hits; actives 1% (n = 290,000); in the data active = inhibition mostly above about 36%, no sharp cut-off; inactive = mostly below about 34%;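 note: HEK-293T reporter cells stimulated with the NOD1 agonist gamma-tri-DAP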
Siah-1 displacement = Siah-1 peptide-binding antagonists, primary screen, biochemical, fluorescence polarization, rhodamine-plectin, uHTS (AID 1817); actives 0.02% (n = 290,000); displacement, % at 20 µM; hits with a dose series show IC50 in µM; Siah-1 / rhodamine-plectin peptide fluorescence polarization; higher % means a stronger effect;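 active = displacement of at least 50% at 20 µM, with a fluorescence ratio check between 0.3 and a set limit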;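 note: plate controls were Siah plus tracer with DMSO for no effect and tracer alone without Siah for full effect; strong numbers were not always called active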
GPR35 antagonists = inhibition of zaprinast-stimulated GPR35 beta-arrestin translocation – imaging, U2OS, beta-arrestin-GFP, zaprinast agonist, primary screen (AID 2058) | U2OS GPR35 beta-arrestin-GFP translocation imaging, zaprinast antagonism; higher % means a stronger effect | one-dose inhibition, % at 10 µM; IC50 in µM for titrated hits | actives 0.052% (n = 290,000);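 active = inhibition of at least 50% with at least 30 cells and total cytoplasm GFP at most 10,000,000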
GPR55 activation = GPR55 agonists via beta-arrestin recruitment, primary screen, imaging, U2OS cells, beta-arrestin-GFP redistribution (AID 1961). U2OS GPR55 beta-arrestin-GFP redistribution imaging; higher % means a stronger effect. activation, % at 10 µM, or EC50 in µM where a hit was titrated. actives 0.048% (n = 290,000);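 active = activation above 40% with more than 50 cells counted in the well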;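 note: U2OS osteosarcoma cells stably expressing GPR55 and beta-arrestin-GFP; plate controls were DMSO negative control for no effect and LPI positive control for full effect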
KOR beta-arrestin-1 = KOR antagonists, beta-arrestin recruitment, cell-based, luminescence, uHTS (AID 1778). KOR beta-arrestin recruitment, luminescence, antagonist mode; higher % means a stronger effect. one-dose inhibition, % at 10 µM; IC50 in µM for titrated hits. actives 0.091% (n = 290,000); in the data active = inhibition above about 50%; note: strong numbers were not always called active
KOR beta-arrestin-2 = kappa opioid receptor activators – cell-based, luminescence, uHTS, primary screen (AID 1777) | KOR beta-arrestin recruitment, luminescence; higher % means a stronger effect | activation, % at 10 µM, or EC50 in µM where a hit was titrated | actives 0.02% (n = 280,000); in the data active = activation above about 50%, passing the limit was not always enough; note: a part of the inactive calls stands beside numbers as strong as those of hits
GPR55 antagonists = GPR55 antagonists blocking LPI-driven arrestin recruitment, primary screen, imaging, U2OS, beta-arrestin-GFP, LPI agonist (AID 2013). actives 0.13% (n = 290,000). inhibition, % at 10 µM; hits with a dose series show IC50 in µM. U2OS GPR55 beta-arrestin-GFP translocation imaging, LPI antagonism; higher % means a stronger effect;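 active = spots per cell inhibited over 60%, with over 100 cells counted and total cytoplasm intensity under 500,000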;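 note: U2OS cells stably carrying GPR55 and arrestin-GFP stimulated by 5 µM LPI near EC80; imaged beta-arrestin-GFP aggregate spots per cell after agonist stimulation; plate controls were LPI-stimulated DMSO wells for no effect and DMSO wells without LPI for full effect; some results filed as inactive read as strong as hits; confirmed hits need IC50 under 10 µM and bright autofluorescent wells are also inconclusive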
AID2073 = disruptors of CaV2.2 binding to Mint1 – biochemical, HTRF (AID 2073). actives 0.19% (n = 290,000). inhibition, % at 20 µM, or IC50 in µM where a hit was titrated. HTRF protein-protein interaction, Mint1-CaV2.2; higher % means a stronger effect; in the data active = inhibition mostly above about 51%, no sharp cut-off; note: some results filed as inactive read as strong as hits
HIV peptide binding = cell-free HIV fusion peptide-binding blockers – biochemical, uHTS, fluorescence dequenching, primary screen (AID 1986); cell-free peptide binding, fluorescence dequenching, 30 min; higher % means a stronger effect; inhibition, % at 20 µM; hits with a dose series show IC50 in µM; actives 0.3% (n = 290,000); in the data active = inhibition mostly above about 52%, no sharp cut-off; inactive = mostly below about 76%; note: some results filed as inactive read as strong as hits
* hit, by the source's call; nt = no result given; [ ] = remark or other dose. An excerpt; rates above refer to the full screens.

SMILES	NOD1 NF-kB reporter	Siah-1 displacement	GPR35 antagonists	GPR55 activation	KOR beta-arrestin-1	KOR beta-arrestin-2	GPR55 antagonists	AID2073	HIV peptide binding
COc1cccc(CN2CCN(CCCc3ccccc3)C(CCO)C2)c1O (configuration not stated)	-15%	-1%	-4%	-0.4%	-16%[20 µM]	-4.8%	10%	9%	-2.0%
Cc1ccc(NC(=O)c2cc(S(=O)(=O)N3CCCC3)cn2C)cc1	-7%	-3%	13%	-0.1%	-19%[20 µM]	0.9%	4%	11%	-0.9%
CCc1ccccc1Nc1nc(N)nc(CSCC(=O)Nc2ccc(C)c(C)c2)n1	2%	7%	-4%	0.0%	6%	-0.2%	-17%	-1%	-1.7%
COCCNC(=O)c1ccccc1NC(=O)c1ccccc1SC	-14%	0%	17%	-0.1%	32%[20 µM]	-4.0%	-15%	54%	0.0%
COc1ccc(CCNC(=O)C2CC(=O)N(c3ccc(Br)cc3)C2)cc1OC (configuration not stated)	-20%	4%	9%	0.5%	-46%[20 µM]	-0.2%	-9%	-9%	0.6%
COc1ccc(S(=O)(=O)N2CCOC2CNC(=O)C(=O)NCCN(C)C)cc1 (configuration not stated)	32%	-9%	-4%	-0.2%	-30%	4.9%	-7%	8%	0.5%
Oc1ccccc1/C=N/n1cnn(Cc2ccccc2Cl)c1=S	11%	8%	5%	-0.2%	13%	-0.3%	4%	-26%	1.2%
CN1CCN(Cc2nc3c(c(=O)[nH]c(=O)n3C)n2Cc2c(F)cccc2Cl)CC1	-9%	-5%	-16%	0.8%	-22%	6.0%	-6%	-2%	0.3%
COc1ccccc1C1(O)C(=O)Nc2ccc(C)cc21 (configuration not stated)	-1%	3%	12%	0.0%	-6%	2.2%	8%	3%	1.1%
O=C(NCc1ccco1)c1ccc(S(=O)(=O)N2CCCCC2)cc1	-34%	18%	3%	-0.1%	-59%[20 µM]	nt	11%	7%	1.6%
Cc1ccc(S(=O)(=O)NN2C(=O)c3ccccc3NC2C)cc1 (configuration not stated)	-41%	4%	2%	0.0%	1%	4.5%	2%	7%	-0.4%
O=C(O)/C(=C\c1cccs1)c1ccc(F)cc1	-26%	9%	-5%	-0.3%	-4%	-6.9%	-2%	6%	1.3%
CC(=O)Nc1ccc(C(=O)OCc2ccccc2Cl)cc1	-26%	-7%	-3%	-0.1%	-5%	5.8%	-6%	21%	-0.3%
O=c1nc2s/c(=C\c3ccco3)c(=O)n2nc1Cc1ccc(F)cc1	27%	30%	-13%	-0.1%	-11%	-4.0%	-8%	38%	33%
CCN(CC)c1ccc(NC(=O)COC(=O)CCC(=O)c2ccc(F)cc2)cc1	9%	-6%	-10%	-0.1%	-13%	5.9%	1%	-28%	-2.7%
COc1ccc(NC(=O)c2ccco2)cn1	-18%	10%	-21%	0.4%	-3%	-5.1%	8%	6%	16%
COc1ccc(C2CCCN2C(=O)Nc2ccc(C)c(C)c2)cc1OC (configuration not stated)	-7%	-2%	-4%	-0.2%	-1%	6.4%	5%	-3%	1.2%
CCN(CC)CCOc1nc(C)nc2c1oc1ccccc12	0%	3%	-6%	-0.1%	-21%	3.0%	5%	-8%	1.8%
CCOC(=O)c1nnc(-c2ccccc2)nc1NC	5%	2%	-1%	0.0%	0%	2.1%	-5%	2%	-0.6%
Nc1nc(SCCO)[nH]c(=O)c1NC(=O)c1ccc(Br)o1	-20%	-2%	-4%	0.0%	-19%	2.5%	7%	12%	-1.6%
CCCCCOC(=O)CSc1nc2c(c(=O)[nH]c(=O)n2C)n1CCc1ccccc1	-27%	4%	-5%	-0.1%	1%	-3.7%	0%	-20%	-2.3%
CC(C)CC1=NN(C(=O)c2ccncc2)C(O)(C(F)(F)F)C1 (configuration not stated)	1%	0%	9%	-0.1%	-2%	-0.7%	-6%	-4%	-1.0%
Cn1c(=O)[nH]c(=O)c2c1nc(CN1CCN(c3ccccc3F)CC1)n2CCCc1ccccc1	-26%	-4%	-4%	-0.3%	-19%	6.5%	1%	7%	2.9%
CC(C)(C)NC(=O)C(c1ccncc1)N(Cc1ccc(F)cc1)C(=O)c1ccc(-c2ccccc2)[nH]1 (configuration not stated)	-24%	-11%	-5%	0.1%	20%	-4.8%	30%	8%	0.4%
CCOC(=O)c1cnc2c(C)cccc2c1NCCc1ccc(OC)c(OC)c1	-11%	8%	-3%	0.7%	-1%	-7.6%	4%	14%	-2.7%
CC(=O)Nc1ccc(NC(=O)CSc2nc3ccccc3o2)cc1	-23%	-4%	-26%	0.2%	19%	2.9%	-19%	12%	-0.4%
COC(=O)c1cccc(N2C(=O)C(Cl)=C(N3CCOCC3)C2=O)c1	-7%	0%	-2%	-0.1%	-33%	-6.4%	-1%	18%	-1.9%
Cc1ccc(C)n1-c1nnc(N2CCC(C(=O)N3CCN(C)CC3)CC2)s1	3%	8%	5%	-0.3%	4%[20 µM]	-3.5%	8%	20%	-0.4%
CSc1ccc(CC(=O)N2CCC(n3nccc3NC(=O)C3CC3)CC2)cc1	-63%	4%	-2%	-0.1%	10%	0.7%	-2%	-1%	0.3%
COc1ccccc1NC(=O)N(Cc1cccs1)Cc1cc2cc3c(cc2[nH]c1=O)OCO3	-17%	-5%	-13%	-0.4%	2%	1.2%	6%	10%	2.6%
COc1ccccc1OCc1ccc(C(=O)NCC2CCCO2)o1 (configuration not stated)	22%	-9%	14%	0.2%	-41%	-8.4%	-4%	1%	0.0%
Cc1ccc(-n2nc3c(=O)n(C(C)C(=O)NCc4ccccc4Cl)nc(C)c3c2C)cc1 (configuration not stated)	26%	1%	17%	-0.1%	3%	-3.1%	-13%	9%	2.1%
CSCCC(NC(=O)COc1cccc2ccccc12)C(=O)O (configuration not stated)	-11%	-2%	-4%	0.5%	-14%	2.5%	-8%	6%	-0.1%
CC(C)(C)NC(=O)CCN(/N=C/c1ccccc1)C1=NS(=O)(=O)c2ccccc21	-6%	7%	-2%	-0.2%	16%	-2.4%	-3%	7%	-1.6%
COc1cc(/C=N/NC(=O)c2ccncc2)ccc1OCCN1CCCCC1	-26%	-5%	20%	0.3%	-22%	-2.4%	-1%	6%	1.5%
N#Cc1cccc(NC(=O)Cn2cnc(S(=O)(=O)N3CCCC3)c2)c1	-35%	0%	-7%	-0.2%	-39%	2.7%	-13%	-5%	-0.6%
CCOC(=O)c1cn(CC2CC2)c2cc(F)c(F)cc2c1=O	-4%	2%	14%	0.0%	-13%[20 µM]	-2.5%	-2%	-1%	-0.7%
CN(C)CCNS(=O)(=O)c1ccc2c3c(cccc13)C(=O)N2	28%	-7%	4%	0.8%	-20%[20 µM]	0.3%	8%	41%	-1.9%
Cc1cccc(N(CC(=O)Nc2ccc(CC#N)cc2)S(C)(=O)=O)c1	3%	2%	-15%	0.2%	11%	-3.0%	7%	20%	-2.3%
Cc1onc(C(=O)NCCc2ccccc2)c1[N+](=O)[O-]	-9%	3%	-2%	-0.1%	1%	-0.9%	-18%	19%	-1.5%

A draw from above in order of molecular weight, highest first.
SMILES	NOD1 NF-kB reporter	Siah-1 displacement	GPR35 antagonists	GPR55 activation	KOR beta-arrestin-1	KOR beta-arrestin-2	GPR55 antagonists	AID2073	HIV peptide binding
CC(C)(C)NC(=O)C(c1ccncc1)N(Cc1ccc(F)cc1)C(=O)c1ccc(-c2ccccc2)[nH]1 (configuration not stated)	-24%	-11%	-5%	0.1%	20%	-4.8%	30%	8%	0.4%
COc1ccccc1NC(=O)N(Cc1cccs1)Cc1cc2cc3c(cc2[nH]c1=O)OCO3	-17%	-5%	-13%	-0.4%	2%	1.2%	6%	10%	2.6%
Cc1ccc(-n2nc3c(=O)n(C(C)C(=O)NCc4ccccc4Cl)nc(C)c3c2C)cc1 (configuration not stated)	26%	1%	17%	-0.1%	3%	-3.1%	-13%	9%	2.1%
CSc1ccc(CC(=O)N2CCC(n3nccc3NC(=O)C3CC3)CC2)cc1	-63%	4%	-2%	-0.1%	10%	0.7%	-2%	-1%	0.3%
Cc1cccc(N(CC(=O)Nc2ccc(CC#N)cc2)S(C)(=O)=O)c1	3%	2%	-15%	0.2%	11%	-3.0%	7%	20%	-2.3%
COC(=O)c1cccc(N2C(=O)C(Cl)=C(N3CCOCC3)C2=O)c1	-7%	0%	-2%	-0.1%	-33%	-6.4%	-1%	18%	-1.9%
CN(C)CCNS(=O)(=O)c1ccc2c3c(cccc13)C(=O)N2	28%	-7%	4%	0.8%	-20%[20 µM]	0.3%	8%	41%	-1.9%
Cc1onc(C(=O)NCCc2ccccc2)c1[N+](=O)[O-]	-9%	3%	-2%	-0.1%	1%	-0.9%	-18%	19%	-1.5%

(further entries)
SMILES	NOD1 NF-kB reporter	Siah-1 displacement	GPR35 antagonists	GPR55 activation	KOR beta-arrestin-1	KOR beta-arrestin-2	GPR55 antagonists	AID2073	HIV peptide binding
CC1CCN(S(=O)(=O)c2ccc(S(=O)(=O)NCc3ccccc3)cc2)CC1	-26%	-1%	-5%	0.0%	4%	-3.1%	-1%	-2%	-0.2%
C[C@]12C=CC(=O)C=C1CC[C@H]1[C@@H]3C[C@@H](O)[C@](O)(C(=O)CO)[C@@]3(C)C[C@H](O)[C@@]12F	-12%	7%	-12%	-0.2%	2%	0.5%	0%	-2%	0.6%
CCOC(=O)N1CCC(NC(=O)CCC(=O)N2CCOc3ccc(C)cc32)CC1	4%	-4%	-2%	0.0%	27%	-3.3%	10%	-4%	-2.8%
O=c1c2ccccc2c(-c2ccccc2)nn1-c1ccccc1	-1%	-1%	-1%	0.4%	24%	1.8%	-1%	15%	-1.4%
O=[N+]([O-])c1ccc2[nH]c3nc4ccccc4nc3c2c1	-10%	4%	10%	0.4%	12%	2.0%	9%	44%	-0.2%
Cc1cccc(C)c1OCc1n[nH]c(=S)o1	-19%	-6%	-3%	0.2%	-16%	-4.7%	6%	-9%	-0.1%
CN1c2ccccc2C(O)=C(C(=S)Nc2ccc(Cl)cc2)S1(=O)=O	-31%	-1%	-10%	0.3%	-24%	0.7%	-15%	6%	20%
O=C(N/N=C1\CCSC1)c1cc(Cl)ccc1O	-34%	2%	-12%	0.5%	5%[20 µM]	-3.6%	9%	7%	8.8%
COC(=O)c1nn(-c2ccccc2)c(=O)cc1Oc1ccc(Cl)cc1	-6%	2%	1%	-0.1%	15%	-3.4%	5%	20%	-1.2%
Cc1cnc(C(=O)OCC(=O)N2CCc3ccccc3C2)cn1	-10%	2%	-6%	-0.2%	2%	3.3%	-2%	4%	-1.3%
O=C(COc1ccccc1)N1CCN(S(=O)(=O)c2ccc(Cl)cc2)CC1	-14%	2%	14%	-0.1%	-1%	2.5%	3%	-4%	-2.7%
Cc1sc2nc(-c3ccco3)oc(=O)c2c1C	-23%	0%	0%	-0.1%	7%	-2.8%	0%	7%	0.4%
CCOc1cc(/C=N/NC(N)=O)cc(Br)c1OCC(=O)Nc1cccc2ccccc12	23%	0%	6%	0.1%	-51%	2.2%	6%	4%	0.6%

Source: PubChem BioAssay (Sanford-Burnham Center for Chemical Genomics)
